CHO-K1 Ca antag – M1 antagonist counterscreen hit in parental CHO-K1 cells; ATP-induced calcium, Fluo-8 fluorescence; inhibition, % at 3 µM; hit rate 0.6% among 360,000;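 active = inhibition above a per-plate cutoff, the plate's mean sample inhibition plus 3 SD, cut at about 24% in these data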;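 note: 0% = DMSO plus EC80 ATP and 100% = DMSO alone without ATP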
CHO-K1 Ca PAM – nonselective calcium activators in parental CHO-K1 cells, primary screen, counter-screen for M1 PAM project, cell-based, Fluo-8 calcium fluorescence, full deck, 1536-well; ATP EC20; 0% at ATP EC20, 100% at ATP max; activation, % at 3 µM; hit rate 0.02% among 360,000; AID 602247, 2012;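 active = activation above the run cutoff, the mean activation of all test compounds plus 3 SD, cut at about 40% in these data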;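 note: peak over basal fluorescence ratio in a 140 s read after ATP addition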
CHO-K1 Ca ag – counter-screen for M1 agonists: effect in parental CHO-K1 cells; Fluo-8 calcium fluorescence; scaled to maximal ATP response, vehicle zero; activation, % at 3 µM; hit rate 0.48% among 360,000; in the data active = activation above about 15%;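 note: untransfected CHO-K1 host cells lacking M1 receptor as counterscreen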
CHRM5 antagonist – human M5 muscarinic receptor antagonists, primary screen, CHO cells, Fluo-8 calcium fluorescence; Muscarinic acetylcholine receptor M5 (Homo sapiens), P08912; CHO-hM5 cells, ACh EC80; inhibition, % at 3 µM; hit rate 0.59% among 360,000;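 active = inhibition above a per-plate cutoff, the mean of that plate's test compounds plus 3 SD, cut at about 27% in these data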;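 note: 0% = acetylcholine EC80 with DMSO and 100% = DMSO without agonist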
Target sequence (P08912 whole entry, looked up): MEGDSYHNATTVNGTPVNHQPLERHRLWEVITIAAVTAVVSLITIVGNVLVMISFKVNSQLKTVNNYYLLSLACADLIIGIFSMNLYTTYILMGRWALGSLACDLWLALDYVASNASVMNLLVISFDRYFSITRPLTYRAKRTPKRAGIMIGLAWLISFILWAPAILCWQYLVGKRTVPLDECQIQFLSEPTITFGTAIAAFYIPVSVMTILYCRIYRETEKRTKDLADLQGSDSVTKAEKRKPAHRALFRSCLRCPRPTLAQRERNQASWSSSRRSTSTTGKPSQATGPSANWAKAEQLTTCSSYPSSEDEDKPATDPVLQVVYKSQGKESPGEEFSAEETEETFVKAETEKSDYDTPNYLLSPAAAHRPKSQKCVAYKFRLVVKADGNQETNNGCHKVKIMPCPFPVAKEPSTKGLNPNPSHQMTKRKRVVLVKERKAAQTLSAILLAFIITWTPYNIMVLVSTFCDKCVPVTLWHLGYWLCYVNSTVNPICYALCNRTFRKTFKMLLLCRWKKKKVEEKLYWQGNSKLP
M4 ag – human M4 muscarinic receptor agonists, primary screen, CHO-K1 cells, Fluo-8 calcium fluorescence; CHO-K1 hM4/Gqi5; vehicle 0%, full acetylcholine response 100%; activation, % at 3 µM; hit rate 0.14% among 360,000;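 active = activation above the run mean over all test wells plus 3 SD, cut at about 32% in these data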;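 note: peak over basal fluorescence ratio per well then scaled between controls; 0% = DMSO wells and 100% = acetylcholine at EC100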
Target sequence (P08173 whole entry, looked up): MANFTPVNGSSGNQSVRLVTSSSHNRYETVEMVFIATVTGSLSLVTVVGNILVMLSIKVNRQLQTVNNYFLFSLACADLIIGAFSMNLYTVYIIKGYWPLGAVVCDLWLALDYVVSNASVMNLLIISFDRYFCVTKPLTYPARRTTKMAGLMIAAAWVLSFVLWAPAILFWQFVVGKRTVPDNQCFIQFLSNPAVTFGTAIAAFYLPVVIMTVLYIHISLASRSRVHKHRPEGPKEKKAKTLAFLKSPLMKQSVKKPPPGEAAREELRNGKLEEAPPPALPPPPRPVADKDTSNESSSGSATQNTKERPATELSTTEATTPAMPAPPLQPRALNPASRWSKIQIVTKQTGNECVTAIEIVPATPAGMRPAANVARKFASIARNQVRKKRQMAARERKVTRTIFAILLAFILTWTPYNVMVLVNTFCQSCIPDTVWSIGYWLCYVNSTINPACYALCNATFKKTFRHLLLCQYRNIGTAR
CHRM4 antagonist – human M4 muscarinic receptor antagonists, primary screen, CHO cells, Fluo-8 calcium fluorescence | Muscarinic acetylcholine receptor M4 (Homo sapiens), P08173 | CHO-hM4 cells, ACh EC80 | inhibition, % at 3 µM | hit rate 0.73% among 360,000;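 active = inhibition above its plate's cutoff, the mean inhibition of sample wells plus 3 SD, cut at about 27% in these data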;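 note: 0% = acetylcholine EC80 with DMSO and 100% = DMSO without agonist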
CHRM5 PAM – human M5 muscarinic receptor positive allosteric modulators, primary screen, CHO-K1 cells, Fluo-8 calcium fluorescence. CHO-K1 hM5, ACh EC20 PAM; 0% = ACh EC20, 100% = ACh EC100. Muscarinic acetylcholine receptor M5 (Homo sapiens), P08912. AID 624038, 2012. activation, % at 3 µM. hit rate 0.3% among 360,000;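 active = activation above the run cutoff, the mean activation of all test compounds plus 3 SD, cut at about 18% in these data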
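Assay system: CHO-K1 hM5 cells. Also added: acetylcholine at EC20 concentration, added after compound. Dosing: 3 µM, single dose. Times: compound preincubation 140 s before EC20 acetylcholine addition. Signal: Fluo-8 calcium fluorescence. Measure: % activation relative to EC20 and EC100 ACh responses. Repeats: singlicate, one well per test compound.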
M5 ag – human M5 muscarinic receptor agonists, primary screen, CHO-K1 cells, Fluo-8 calcium fluorescence | Muscarinic acetylcholine receptor M5 (Homo sapiens), P08912 | CHO-K1 hM5 cells; 0% DMSO wells, 100% maximal acetylcholine response | activation, % at 3 µM | hit rate 0.19% among 360,000;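 active = activation above the run's mean over test compounds plus 3 SD, cut at about 23% in these data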;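 note: signal is peak over basal fluorescence ratio across the kinetic read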
CHRM4 PAM – human M4 muscarinic receptor positive allosteric modulators, primary screen, CHO-K1 cells, Fluo-8 calcium fluorescence; CHO-K1 hM4/Gqi5, ACh EC20; 0% = ACh EC20, 100% = maximal ACh; activation, % at 3 µM; hit rate 0.4% among 360,000; AID 624126, 2012;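 active = activation above its plate's cutoff, the mean activation of sample wells plus 3 SD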; note: some results filed as inactive read as strong as hits
* hit, by the source's call. Compounds were not picked by outcome. About 2.7% of those tested had a hit in this group.

Value order – CHO-K1 Ca antag, CHO-K1 Ca PAM, CHO-K1 Ca ag, CHRM5 antagonist, M4 ag, CHRM4 antagonist, CHRM5 PAM, M5 ag, CHRM4 PAM
Cc1cc(C)c2cc(C#N)c(N3CCCC3)nc2c1
→ -12, 8, -0.7, -6, 0, 0, 4, -2, -3
COCCNC(=O)CSc1nc(N)c(NC(=O)c2ccco2)c(=O)[nH]1
→ 0, 4, 0.1, 2, 0, 1, -4, 1, 3
O=C(CC1CC1)Nc1ccc2c(c1)[C@@H]1C[C@H](CC(=O)NC3CCCC3)O[C@@H](CO)[C@@H]1O2
→ 2, -7, 0.2, -3, 0, -21, 2, 2, 8
CCCN(C)C1CN(Cc2cn(Cc3cc(C)cc(C)c3)nn2)S(=O)(=O)C1 (stereo unspecified)
→ -5, 5, 0.8, 10, 1, -7, -10, 3, 5
Cc1ccnc(NC(=O)c2ccc(Cl)c([N+](=O)[O-])c2)c1
→ -4, 14, 0.3, 7, 1, -7, -5, -5, 0
COC(=O)c1ccccc1NC(=O)C1CC(=O)N(c2ccccc2)C1 (stereo unspecified)
→ -5, -10, 0.8, 7, 2, 1, -9, 4, -7
COc1cc(Nc2ncc3c(n2)CCN(C(=O)Nc2ccc(C(C)C)cc2)C3)cc(OC)c1OC
→ 5, 1, 2.8, 4, 9, 5, -5, -1, -7
CC(=O)NS(=O)(=O)c1ccc(NC(=O)c2ccc(NC(=O)c3cccs3)cc2)cc1
→ -7, -4, -0.2, 6, 1, 1, -1, 1, 7
O=C(Nc1ccc(N2CCOCC2)nc1)c1ccc(F)cc1
→ 5, 9, 0.5, -10, 1, 16, -5, 2, 10
O=C(O)CC1(Cc2nc(-c3cccs3)no2)CCCC1
→ -1, 22, 0.2, 2, 0, -14, -4, -2, 9
O=C(CSc1nc2cc([N+](=O)[O-])ccc2n1-c1ccccc1)NCc1ccc2c(c1)OCO2
→ -11, 28, 0.3, 3, 0, 7, 2, -2, -6
CN(CC(=O)Nc1ccccc1Cl)C(=O)C1CCN(C(=O)c2ccc(F)cc2)CC1
→ -14, 23, 0.9, 0, 1, 1, -2, 3, 5
Cc1ccc2nc3c(c(C(=O)OCC(=O)NC4CCS(=O)(=O)C4)c2c1)CCCC3 (stereo unspecified)
→ 0, -1, 0.4, -6, 2, -4, 0, -1, 3
CC(OC(=O)C1COc2ccccc2O1)C(=O)c1ccccc1 (stereo unspecified)
→ -30, 18, 1.1, 0, 4, -23, -6, -2, 3
N#Cc1cc(S(=O)(=O)N2CCOCC2)ccc1N1CCOCC1
→ 7, 13, 0.3, -2, 2, -4, -1, -2, 2
CCOC(=O)C(=O)N(C)c1c(CC)nc2c(OCc3cccc(OC)c3)cccn12
→ -11, 19, 0.1, 2, 0, -5, 2, -1, 1
C=CCOc1ccc(CNn2cn[nH]c2=S)cc1OC
→ -3, 13, 0.4, 16, 0, 3, -5, -2, 8
Cc1ccc(C(C)C)cc1S(=O)(=O)Nc1ccncc1
→ -14, -10, 0.7, -1, 1, 0, 0, -3, 1
CC(=O)NC(C)C12CC3CC(CC(C(=O)O)(C3)C1)C2 (stereo unspecified)
→ 3, 8, 0.1, 2, 2, 2, -8, 2, 3
Cc1sc2ncn(CC(=O)N3CCCCC3)c(=O)c2c1C
→ -25, 23, 1.1, -6, 1, -4, -3, -3, 1
CCC(C)(C)n1nnnc1C(c1ccc(F)cc1)N1CCC(C(N)=O)CC1 (stereo unspecified)
→ -7, 5, 0.0, -5, 0, -12, 4, -2, -7
COc1ccc2c(c1)CCc1c(C(=O)N3CCCC3)noc1-2
→ -12, 20, 1.7, -2, -1, 3, -1, -3, 11
O=C(N[C@H]1CCC(=O)N([C@H](CSc2ccccc2)Cc2ccccc2)CC1)OCc1ccccc1
→ -14, 20, 1.5, 11, 3, 2, 4, 1, -3
O=S(=O)(c1ccc(Br)cc1)N1CCCN(Cc2ccccc2F)CC1
→ -4, 7, 0.8, 14, 0, -4, -21, -10, -12
CC(C)Cn1nc(C(=O)NCc2ccccc2CN2CCCC2)c2ccccc2c1=O
→ 12, -5, -0.5, 13, 1, 3, -6, -8, 1
Cc1ccc2[nH]c(=O)c(CN(CCCO)C(C)c3nnnn3Cc3ccco3)cc2c1 (stereo unspecified)
→ -8, 20, 8.2, 5, 1, -6, 6, -3, 4
CC(NC(=O)Cn1ccsc1=N)C12CC3CC(CC(C3)C1)C2 (stereo unspecified)
→ -12, 22, 1.4, -2, 6, -7, -1, -10, -3
COc1cccc(C2=CC(=O)CC(C)(C)C2)c1
→ 5, -9, -0.7, 1, 1, -4, 16, -7, 7
O=C(c1cc(S(=O)(=O)N2CCN(c3ccccc3)CC2)ccc1Cl)N1CCCC(C(F)(F)F)C1 (stereo unspecified)
→ 16, -18, 6.8, 18, 8, -2, -18, 4, 8
O=C(NNC(=O)C1CCCN(c2ncccn2)C1)c1ccc(F)cc1 (stereo unspecified)
→ -16, 16, 1.2, -5, 3, -4, 5, 1, 3
Fc1ccc(CSc2nnc(-c3cccnc3)o2)cc1
→ -13, 6, -0.2, 0, 0, -9, 0, -2, 3
O=C(N/N=C/c1cn(-c2ccccc2)nc1-c1cccnc1)c1cccnc1
→ -23, 15, 4.4, 7, 12, -11, -9, -1, -7
Cc1ccc(C(=O)Nc2ccc(C(=O)N3CCCCC3)cc2)o1
→ -5, 0, 0.5, 7, 1, 9, -2, -2, -7
c1ccc(C2OC3c4cccc5cccc(c45)C3N2c2ccccc2)cc1 (stereo unspecified)
→ 4, 11, 1.6, 1, 0, -10, 2, -1, 0
O=C(NCc1ccc(F)cc1)C(=O)NCC1OCCN1C(=O)c1cccs1 (stereo unspecified)
→ -10, 10, 0.4, 3, 0, -4, -2, -1, 12
Cc1cccc(C)c1NC(=O)Nc1cccs1
→ 4, 4, 0.1, 3, 2, -2, 3, 0, -1
Cc1ccc(CNC(=O)/C=C/C(=O)O)cc1
→ -13, 16, 0.6, 0, 1, 1, 11, -1, 3
O=S(=O)(NC1CCCC1)c1cc(F)ccc1F
→ 4, -6, -0.5, 13, 1, -5, -8, -5, 15
CCc1nc2c(OCc3ccccc3C(=O)OC)cccn2c1N(C)C(=O)c1cccc(OC)c1
→ -2, -6, 2.2, 6, 6, 5, -7, -1, -4
Fc1ccccc1Nc1ncnc2c1nnn2Cc1ccccc1
→ -9, 10, 0.8, -6, 1, 4, 3, -5, 4

2 entries drawn at random from the list so far, as already listed:
Value order – CHO-K1 Ca antag, CHO-K1 Ca PAM, CHO-K1 Ca ag, CHRM5 antagonist, M4 ag, CHRM4 antagonist, CHRM5 PAM, M5 ag, CHRM4 PAM
O=S(=O)(c1ccc(Br)cc1)N1CCCN(Cc2ccccc2F)CC1
→ -4, 7, 0.8, 14, 0, -4, -21, -10, -12
COc1ccc2c(c1)CCc1c(C(=O)N3CCCC3)noc1-2
→ -12, 20, 1.7, -2, -1, 3, -1, -3, 11

Further compounds follow:
Value order – CHO-K1 Ca antag, CHO-K1 Ca PAM, CHO-K1 Ca ag, CHRM5 antagonist, M4 ag, CHRM4 antagonist, CHRM5 PAM, M5 ag, CHRM4 PAM
CCS(=O)(=O)N1CCN(C(=O)COc2ccc(-c3ccccc3)cc2)CC1
→ -20, 12, 1.8, 4, 4, 0, -4, 1, 0
Cc1cc(NC(=O)Cn2nnc3sc4c(c3c2=O)CCCC4)no1
→ -13, 12, 0.8, -3, 0, -1, 2, 2, 6
COc1cc(CCC(=O)Nc2ccc(C)c(S(=O)(=O)N(C)C)c2)cc(OC)c1OC
→ 2, 5, 8.2, 11, 11, 7, -13, 6, -8
Nc1nccnc1C(=O)OCc1nc2sc3c(c2c(=O)[nH]1)CCCC3
→ -2, 1, 1.4, 5, 1, -5, 0, 6, 6
CCCN1C2=C(C(=O)CCC2)C(c2ccc(O)c(Br)c2)C2=C1CCCC2=O
→ -4, 15, 0.7, 8, 1, 8, -11, -4, -2
O=C(O)c1cccc(S(=O)(=O)Nc2ccc(-c3ccccc3)cc2)c1
→ -8, 10, 0.7, 15, 0, 2, 6, -1, 3
CSc1ccc(Cl)c(C(=O)Nc2cc(S(=O)(=O)N3CCOCC3)ccc2N2CCOCC2)c1
→ -12, 22, -0.6, 9, 3, 1, 0, -3, 10
Cn1c(SCC(=O)Nc2sccc2C(N)=O)nnc1-c1ccncc1
→ -4, 5, 0.7, -4, 1, -5, 1, 4, 6
Cc1ccccc1NC(=O)OCc1cn(-c2ccc(Cl)cc2)nn1
→ -9, 29, 1.0, 3, -1, 5, 5, -1, 2
COCCn1c(=NC(=O)c2nc3ccccc3s2)sc2cc(S(C)(=O)=O)ccc21
→ -3, 20, 0.5, -14, 3, -20, 9, -2, 18

Sorted by SMILES length (low to high): six of the compounds above.
Value order – CHO-K1 Ca antag, CHO-K1 Ca PAM, CHO-K1 Ca ag, CHRM5 antagonist, M4 ag, CHRM4 antagonist, CHRM5 PAM, M5 ag, CHRM4 PAM
Cc1cc(NC(=O)Cn2nnc3sc4c(c3c2=O)CCCC4)no1
→ -13, 12, 0.8, -3, 0, -1, 2, 2, 6
Nc1nccnc1C(=O)OCc1nc2sc3c(c2c(=O)[nH]1)CCCC3
→ -2, 1, 1.4, 5, 1, -5, 0, 6, 6
O=C(O)c1cccc(S(=O)(=O)Nc2ccc(-c3ccccc3)cc2)c1
→ -8, 10, 0.7, 15, 0, 2, 6, -1, 3
CCS(=O)(=O)N1CCN(C(=O)COc2ccc(-c3ccccc3)cc2)CC1
→ -20, 12, 1.8, 4, 4, 0, -4, 1, 0
COCCn1c(=NC(=O)c2nc3ccccc3s2)sc2cc(S(C)(=O)=O)ccc21
→ -3, 20, 0.5, -14, 3, -20, 9, -2, 18
COc1cc(CCC(=O)Nc2ccc(C)c(S(=O)(=O)N(C)C)c2)cc(OC)c1OC
→ 2, 5, 8.2, 11, 11, 7, -13, 6, -8
